RGS7-Gao reg: human RGS7-Galphao interaction regulation | P09471 | Multiplexed bead flow cytometry, RGS7-Galphao binding; actives lie on both sides | binding response (% of control), % at 10 µM | 220,000 compounds, 0.35% hits | AID 1439; in the data active means binding response below about 49% or above about 150%; inconclusive means no clear call, values can overlap the other calls; inactive means in between;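 further: fluorescent Galphao held in activated GDP-AlF4 state binding bead-coupled RGS7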
Target sequence (P09471 whole entry, looked up): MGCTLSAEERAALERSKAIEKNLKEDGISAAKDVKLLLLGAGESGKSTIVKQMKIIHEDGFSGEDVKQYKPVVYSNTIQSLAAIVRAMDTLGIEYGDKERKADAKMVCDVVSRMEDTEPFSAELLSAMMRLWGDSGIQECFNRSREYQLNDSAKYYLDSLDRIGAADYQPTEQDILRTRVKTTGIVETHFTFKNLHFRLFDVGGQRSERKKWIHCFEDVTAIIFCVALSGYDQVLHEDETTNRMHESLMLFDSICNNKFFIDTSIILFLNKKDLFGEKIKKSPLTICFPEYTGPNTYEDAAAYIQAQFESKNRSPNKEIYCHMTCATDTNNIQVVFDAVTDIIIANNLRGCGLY
Bfl-1 Bim block: disrupts Bim binding to human Bfl-1; inhibition, % at 10 µM; Bead-based flow cytometry, Bim-Bfl-1 binding inhibition; 190,000 compounds, 0.12% hits; AID 1008;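 further: 0% = wells without compound plus tracer and 100% = blocker peptide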
ABCB1 inh: inhibitors of human ABCB1 transporter, ABCG2 counter-screen | inhibition, % at 6.6 µM | P08183 | 190,000 compounds, 0.067% hits | CCRF-Adr cells, JC-1 efflux, flow cytometry; in the data active means inhibition above about 40%;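 further: 0% = vehicle and 100% = reference inhibitor; higher value means more JC-1 retained so stronger ABCB1 efflux block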
Bcl-W Bim block: human Bim-Bcl-W interaction inhibition; Q92843; bead-based flow cytometry, Bim peptide-Bcl-W binding; inhibition, % at 10 µM; 190,000 compounds, 0.02% hits;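 further: 0% = bound tracer without compound and 100% = peptide blocker; higher means less fluorescent Bim peptide bound to Bcl-W beads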
Target sequence (Q92843 whole entry, looked up): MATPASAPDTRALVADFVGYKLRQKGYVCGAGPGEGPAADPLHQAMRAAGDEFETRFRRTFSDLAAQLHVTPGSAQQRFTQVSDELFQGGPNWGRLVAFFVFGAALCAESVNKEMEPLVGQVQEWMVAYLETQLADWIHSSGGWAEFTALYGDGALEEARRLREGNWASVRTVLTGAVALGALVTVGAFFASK
ABCG2 block: blocks JC-1 efflux by human ABCG2 transporter | inhibition, % at 6.6 µM | AID 1325 | IgMXP3 cells, flow cytometry | 190,000 compounds, 0.1% hits;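 active means inhibition above 80%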;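 further: 0% = DMSO and 100% = nicardipine control wells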
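System: two drug-resistant human cell lines, ABCG2 and ABCB1; controls: nicardipine high and DMSO low controls; times: 10 min exposure at 25 °C with rotation, no wash; detection: flow cytometry of retained JC-1 fluorescence; read-out basis: percent efflux inhibition, scaled nicardipine 100% to DMSO 0%; doses: one concentration, 6.6 µM final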
RGS4-Gao reg: human RGS4-Galphao interaction regulation; Multiplexed bead flow cytometry, RGS4-Galphao binding; actives lie on both sides; binding response (% of control), % at 10 µM; 220,000 compounds, 0.33% hits; in the data active means binding response below about 49% or above about 150%; inactive means in between;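 further: fluorescent Galphao activated with aluminum fluoride binding bead-coupled RGS4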
Bim-Bcl-2: human Bim-Bcl-2 interaction inhibition; AID 950; P10415; Bead-based flow cytometry, Bim peptide-Bcl-2 binding; inhibition, % at 10 µM; 190,000 compounds, 0.06% hits; in the data active means inhibition above about 40%; inconclusive means no clear call, values can overlap the other calls;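 further: 0% = no compound wells with probe peptide and 100% = reference peptide inhibitor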
Target sequence (P10415 whole entry, looked up): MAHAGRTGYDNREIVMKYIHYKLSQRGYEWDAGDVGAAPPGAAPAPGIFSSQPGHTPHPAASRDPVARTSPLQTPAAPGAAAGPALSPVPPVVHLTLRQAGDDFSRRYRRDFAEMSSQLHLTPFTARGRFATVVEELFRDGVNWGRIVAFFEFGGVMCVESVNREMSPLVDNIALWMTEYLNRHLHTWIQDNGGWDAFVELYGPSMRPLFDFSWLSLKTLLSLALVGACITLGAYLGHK
RGS8-Gao reg: modulates binding of RGS8 to human Galphao. 220,000 compounds, 0.34% hits. response (percent of control binding), % at 10 µM. multiplexed bead flow cytometry; actives lie on both sides; in the data active means response below about 60% or above about 140%; inactive means in between;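 further: Galphao activated as the GDP aluminium fluoride complex binding bead-coupled RGS8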
Bcl-XL Bim block: inhibitors of Bim-Bcl-XL interaction, human; 190,000 compounds, 0.04% hits; inhibition, % at 10 µM; AID 1007; Q07817; Bim peptide-Bcl-XL binding, bead flow cytometry, fluorescence
Target sequence (Q07817 whole entry, looked up): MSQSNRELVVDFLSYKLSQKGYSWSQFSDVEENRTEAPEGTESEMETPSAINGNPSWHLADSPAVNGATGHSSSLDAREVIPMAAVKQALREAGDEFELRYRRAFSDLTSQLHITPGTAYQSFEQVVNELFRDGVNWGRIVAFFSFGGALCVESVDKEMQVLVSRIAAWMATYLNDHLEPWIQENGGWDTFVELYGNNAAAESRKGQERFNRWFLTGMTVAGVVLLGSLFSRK
Bcl-B Bim block: human Bim-Bcl-B interaction inhibition; bead-based flow cytometry, Bim peptide-Bcl-B binding; AID 951; Q9HD36; 190,000 compounds, 0.073% hits; inhibition, % at 10 µM;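 further: 0% = tracer peptide without compound and 100% = reference inhibitor peptide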
GSH bead fluor: GSH bead compound fluorescence profile; GSH beads flow cytometry, compound fluorescence 488/530 nm; active compounds read high; fluorescence (KMESF) at 10 µM; 190,000 compounds, 0.25% hits; in the data active means fluorescence above about 89;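 further: glutathione beads carrying GST-tagged Bcl family fusion proteins plus one bare bead set; values are compound well signal with DMSO vehicle wells as background; inactives centre near 16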
The depositor's hits bear a star; u = inconclusive. Unless noted, no stated cut-off is given here; in the data, active means inhibition above about 40%.

Each structure is followed by: Bcl-B Bim block	RGS8-Gao reg	ABCG2 block	RGS7-Gao reg	Bcl-XL Bim block	Bcl-W Bim block	Bfl-1 Bim block	RGS4-Gao reg	GSH bead fluor	Bim-Bcl-2	ABCB1 inh
[1] C=CCSc1nc2ccccc2[nH]1
 : -4	101	7	103	-1	3	-5	102	23	-5	1.0
[2] CC(c1ccccc1C(O)c1ccccc1)N(C)C (stereo not drawn)
 : -4	99	2	111	-1	1	-13	97	40	-6	0.3
[3] Nc1nnc(SCc2ccc(Cl)cc2)s1
 : -7	96	0	99	-6	-1	-2	96	32	-1	0.0
[4] O=C(CC1(O)C(=O)N(Cc2ccccc2)c2ccccc21)c1ccncc1 (stereo not drawn)
 : -6	100	1	97	-4	2	-11	100	23	-10	0.8
[5] CCn1nnnc1SCC(=O)Nc1nc2ccccc2s1
 : -5	105	8	102	0	0	-9	103	14	0	0.7
[6] O=C(CSc1ncn[nH]1)Nc1ccc([N+](=O)[O-])cc1Br
 : 0	96	3	100	2	0	1	98	5	2	0.6
[7] CCN(CC)CCOC(=O)c1c(C)oc2ccc(O)cc12
 : -5	100	1	99	-3	-2	-9	100	29	-6	0.2
[8] O=C1c2ccccc2C(=O)N1CCCC(=O)N1CCCc2ccccc21
 : 1	101	4	102	0	-3	-1	101	9	-1	1.0
[9] O=C(CCN1C(=O)c2ccncc2C1=O)Nc1ccc(F)cc1
 : -7	98	2	97	-3	1	-7	99	43	-5	-0.1
[10] O=C(c1ccc(Cl)cc1)c1cc([N+](=O)[O-])ccc1N1CCOCC1
 : -11	122	2	123	-5	-4	-14	107	21	-7	0.6
[11] CCn1c(/C=N/c2nc3ccccc3n2C)nc2ccccc21
 : 1	120	11	100	-9	-3	-5	101	39	-4	-0.2
[12] CCOc1cc2c3c(c1)C(C)=CC(C)(C)N3C(=O)C2=O
 : -4	106	7	103	-3	-3	-10	103	13	-4	0.5
[13] Cc1cc(N2CCCCC2)n2ncc(-c3ccccc3)c2n1
 : -2	99	11	102	0	4	-4	106	28	-5	1.2
[14] Cc1cc(C)nc(NC(=S)Nc2ccc(Br)cc2Cl)c1
 : -9	102	0	106	-4	-3	0	105	10	-1	-0.2
[15] CCOc1ccc(-n2ccnc2SCC(=O)Nc2cc(C)on2)cc1
 : -9	98	1	97	-6	-5	-8	99	16	-6	0.3
[16] CC(C)C(=O)Nc1ccccc1N1CCN(S(C)(=O)=O)CC1
 : -3	100	-2	97	0	3	-3	102	25	-6	-2.6
[17] CCCc1nc(N)sc1C(=O)OCC
 : -8	90	1	93	-4	-5	1	93	17	-1	0.1
[18] O=C(CCC(=O)N1CCN(C2CCCC2)CC1)Nc1nnc(C(F)(F)F)s1
 : -7	102	2	103	-2	0	-8	102	24	-7	0.3
[19] O=C1C(Cl)=C(Nc2ccccc2O)C(=O)N1c1ccccc1
 : 11	83	1	87	16	26	27	92	18	19	0.2
[20] CC(C)n1cnc2cc(NCc3ccccn3)ccc21
 : -3	108	1	111	-7	-1	-11	108	30	-8	0.1
[21] Cc1c(OCc2nn[nH]n2)ccc2c3c(c(=O)oc12)CCCC3
 : 3	95	-1	95	1	0	2	93	17	6	0.1
[22] CN(C)c1cncc(C(=O)O)c1
 : -2	98	0	98	0	0	-4	94	11	0	0.2
[23] COc1ccc(/C=N/OCC(=O)Nc2nc3ccccc3s2)cc1
 : -10	102	-1	107	-7	-6	-13	100	14	-8	-0.4
[24] O=C(CN1C(=O)NC2(CCCC2)C1=O)Nc1ccccc1F
 : -5	101	0	99	-1	4	-7	103	14	-3	0.0
[25] O=C(Cc1ccccc1)Nc1c(C(=O)N2CCOCC2)cnn1-c1ccccc1
 : -10	102	2	98	-5	2	-11	105	33	-5	0.9
[26] C=CC[C@H]1CC(Cc2ccccc2)=C[C@H](CC=C)N1
 : -2	95	3	106	-6	-2	-1	111	8	2	0.8
[27] Cc1cc(NC(=O)Cn2nnc3sc4c(c3c2=O)CCCC4)no1
 : -2	96	2	96	-7	0	-14	95	4	-4	0.4
[28] CCCCC(=O)N/N=C/c1ccc(N2CCOCC2)c([N+](=O)[O-])c1
 : -1	82	1	101	1	0	-1	99	10	5	0.3
[29] CCOC(=O)C1=C(C)NC(=O)NC1c1ccco1 (stereo not drawn)
 : -4	97	2	97	-7	-1	-2	89	8	-2	0.3
[30] Cc1cccc(/C=N/NC(=O)C2CCCNC2=O)c1 (stereo not drawn)
 : -3	100	2	104	-4	-2	1	103	8	-1	0.9

Sorted by molar mass (lowest first): three of the compounds above.
Each structure is followed by: Bcl-B Bim block	RGS8-Gao reg	ABCG2 block	RGS7-Gao reg	Bcl-XL Bim block	Bcl-W Bim block	Bfl-1 Bim block	RGS4-Gao reg	GSH bead fluor	Bim-Bcl-2	ABCB1 inh
[22] CN(C)c1cncc(C(=O)O)c1
 : -2	98	0	98	0	0	-4	94	11	0	0.2
[28] CCCCC(=O)N/N=C/c1ccc(N2CCOCC2)c([N+](=O)[O-])c1
 : -1	82	1	101	1	0	-1	99	10	5	0.3
[23] COc1ccc(/C=N/OCC(=O)Nc2nc3ccccc3s2)cc1
 : -10	102	-1	107	-7	-6	-13	100	14	-8	-0.4

More records:
Each structure is followed by: Bcl-B Bim block	RGS8-Gao reg	ABCG2 block	RGS7-Gao reg	Bcl-XL Bim block	Bcl-W Bim block	Bfl-1 Bim block	RGS4-Gao reg	GSH bead fluor	Bim-Bcl-2	ABCB1 inh
[31] Cc1cccc(N2CCN(S(=O)(=O)c3ccc4c(c3)CCN4C(=O)CCC(=O)O)CC2)c1C
 : -8	99	0	100	-6	0	-14	103	23	-6	0.3
[32] CCn1cc([N+](=O)[O-])c(C(=O)N2N=C(c3ccccc3)CC2c2ccc([N+](=O)[O-])cc2)n1 (stereo not drawn)
 : -2	101	7	101	-2	1	1	101	9	0	4.9
[33] O=C(CNc1ccc(Cl)cc1)c1ccc(Br)cc1
 : -6	93	4	u	-4	-7	-2	98	12	-2	1.3
[34] CCN1CCN(C(=O)c2cc3c(s2)-c2ccccc2S(=O)(=O)C3)CC1
 : -3	95	-2	88	-2	0	-7	91	15	2	-0.4
[35] CCOC(=O)COc1ccc2nsnc2c1
 : -4	101	2	102	-2	-1	0	102	15	0	0.4
[36] Cn1c2c(c(=O)n(C)c1=O)CN(Cc1ccco1)CN2
 : -7	100	0	103	-4	0	-6	105	16	-6	-0.1
[37] CNC(=O)CS(=O)CC(=O)Nc1cc(OCCOC)c(Cl)cc1Cl (stereo not drawn)
 : 0	101	0	104	0	-1	-3	102	10	-2	0.4
[38] COc1ccccc1C(=O)OCc1nc(N)nc(Nc2ccccc2C)n1
 : -10	100	20	95	-5	-4	-9	97	15	-8	0.2
[39] O=C(Nc1ccc2oc(-c3ccccc3)nc2c1)c1cc(-n2cnnc2)ccc1Cl
 : -4	104	6	102	-4	-1	-3	101	9	-1	0.1
[40] COc1ccc(CN2CCN(C(=O)c3cccs3)CC2)c(OC)c1OC
 : -3	129	6	101	-8	-2	-4	105	30	-5	0.6
[41] C=CCN(C)NC(=O)Nc1ccccc1
 : -3	102	2	104	-4	-3	-3	102	16	-3	0.1
[42] CCOc1ccc(CCNC(=O)Cn2c(=O)oc3ccccc32)cc1OCC
 : -7	100	2	101	-4	0	-12	98	10	-10	0.7
[43] N/C(=N\OCc1ccc([N+](=O)[O-])cc1)c1ccncc1
 : -1	101	6	u	-1	-1	-4	99	17	0	0.0
[44] Cn1cc(C(=O)Nc2ccc(F)c(F)c2)cn1
 : -6	102	10	102	-7	3	-10	97	44	-6	0.1
[45] Cc1ccc2c(c1)C(SCC(=O)NCCc1ccccc1)CC1(CCCC1)O2 (stereo not drawn)
 : -4	100	16	96	-6	-5	-2	97	13	0	1.6
[46] Cc1c(C(=O)NCc2cccnc2)oc2c1C(=O)CC(C)(C)C2
 : -8	100	1	99	1	0	-10	97	37	-7	0.2
[47] Cc1cc(=O)oc2cc(Nc3ccccc3)ccc12
 : 4	114	10	107	8	4	11	103	13	10	0.1
[48] CN1CCN(C(=O)c2ccc(N(Cc3ccccc3Cl)S(C)(=O)=O)cc2)CC1
 : -7	97	-1	91	-4	1	-11	96	22	-11	0.5
[49] COc1cc(C(=O)NCC(c2cccnc2)N2CCN(c3ccccc3)CC2)cc(OC)c1OC (stereo not drawn)
 : -4	102	-3	102	-3	0	-5	102	23	-6	-3.0
[50] CCOC(=O)c1sc2nc(CSc3ccccc3)nc(N3CCCN(C)CC3)c2c1C
 : -2	128	11	114	0	0	1	113	8	3	12
[51] CCOC(=O)C1=C(N)Oc2cc(C)n(CCc3ccc(OC)c(OC)c3)c(=O)c2C1c1cccnc1 (stereo not drawn)
 : 0	91	4	92	0	0	-2	79	19	-1	1.4
[52] CCCCCCCCCn1c2c(c(=N)c3c1CCC3)CCC2
 : -61	102	-2	102	-32	-40	-27	98	54	-41	-0.1
[53] CCc1ccc(NC(=O)CC2C(=O)NCCN2C(=S)Nc2ccccc2)cc1 (stereo not drawn)
 : -11	105	1	108	-7	-4	-12	106	17	-3	-0.2
[54] CC(=O)Nc1ccc(OCC(=O)NC(C)c2ccc(F)cc2)cc1 (stereo not drawn)
 : -5	102	0	103	-1	1	-5	101	21	5	0.0
[55] Cc1c(C#N)c(NC(=O)CCl)n(Cc2ccc(F)cc2)c1C
 : -4	100	12	97	-1	-1	0	100	12	-4	45*
[56] Cn1c(NN)nc2sc3c(c2c1=O)CC(C)(C)OC3
 : -6	122	1	126	-3	-6	0	127	12	-1	0.3
[57] CN1CCN(c2ccc(NC(=O)COc3ccc(Cl)cc3Cl)cc2)CC1
 : -5	104	3	100	-7	-2	-18	103	25	-10	0.1
[58] O=C(Nc1ccccc1Cl)N1CCN(c2ncccn2)CC1
 : 0	101	4	103	-1	-3	-3	103	28	-4	0.7

Sorted by value in Bim-Bcl-2 (smallest number first): 6 of the compounds above.
entry	Compound	Bcl-B Bim block	RGS8-Gao reg	ABCG2 block	RGS7-Gao reg	Bcl-XL Bim block	Bcl-W Bim block	Bfl-1 Bim block	RGS4-Gao reg	GSH bead fluor	Bim-Bcl-2
23	COc1ccc(/C=N/OCC(=O)Nc2nc3ccccc3s2)cc1	-10	102	-1	107	-7	-6	-13	100	14	-8
49	COc1cc(C(=O)NCC(c2cccnc2)N2CCN(c3ccccc3)CC2)cc(OC)c1OC (stereo not drawn)	-4	102	-3	102	-3	0	-5	102	23	-6
30	Cc1cccc(/C=N/NC(=O)C2CCCNC2=O)c1 (stereo not drawn)	-3	100	2	104	-4	-2	1	103	8	-1
5	CCn1nnnc1SCC(=O)Nc1nc2ccccc2s1	-5	105	8	102	0	0	-9	103	14	0
6	O=C(CSc1ncn[nH]1)Nc1ccc([N+](=O)[O-])cc1Br	0	96	3	100	2	0	1	98	5	2
19	O=C1C(Cl)=C(Nc2ccccc2O)C(=O)N1c1ccccc1	11	83	1	87	16	26	27	92	18	19
